esBAF inh – inhibitors of esBAF chromatin remodeling in mouse ES cells; 350,000 tested, 2% active; reporter increase, % at 12.5 µM; Bmi1-luciferase knock-in reporter, 24 h; 100% = twice the neutral-well signal; AID 602393; in the data active = activation above about 40%; inconclusive = no clear call, values can overlap the other calls;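 note: 0% = median of the plate's neutral control wells and 100% = double that signal; a rise in the Bmi1 reporter signal indicates esBAF inhibition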
Statin myotox sup – protects C2C12 myotubes from simvastatin toxicity | ATP luminescence, 48 h; scaled: DMSO 0, geranylgeraniol control 100 | rescue of ATP level, % at 7.49 µM | 330,000 tested, 0.78% active;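 active = mean ATP rescue above about 67%, or every replicate alone reaching that limit, limit read from the data, passing the limit was not always enough; inconclusive = no clear call, values can overlap the other calls; inactive = mean under the limit and some replicate under it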;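 note: myotubes were challenged with 10 µM simvastatin during compound exposure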
Numbers without * were called inactive; ? = inconclusive; & = joins results of further samples.

SMILES	esBAF inh	Statin myotox sup
CC1CN(C(NC(=O)C(C)(C)C)C(Cl)(Cl)Cl)CC(C)O1 (centres undefined)	-7	-37
COc1cc(NC(=O)CCNC(=O)Cn2ccc3ccccc3c2=O)cc(OC)c1OC	52*	-12
Cn1c(=O)c2c(nc(NCc3ccco3)n2C)n(C)c1=O	1	18
Cc1ccc(C(=O)Nc2cccc(C(F)(F)F)c2)cc1NC(=O)c1csc(-c2ccncc2)n1	16&6	-13&-31
Cc1c(NC(=O)c2cc(-c3ccco3)on2)c(=O)n(-c2ccccc2)n1C	9	-6
COc1cc(C(=O)OCC(=O)Nc2c(F)c(F)c(F)c(F)c2F)cc(OC)c1OC	-8	-3
C/C(=N\O)C(=O)NCC1CCNCC1	6	-4
O=C(Nc1ccc2c(c1)OCO2)c1ccc(COc2ccc3c(c2)CCC3)o1	?	20
Cc1cccc(N2CCN(C(=O)c3ccc(N4CCCC4=O)cc3)CC2)c1C	13	-19
Cn1c(=O)c2c(-c3ccc(C(C)(C)C)cc3)n(N3CCOCC3)cc2n(C)c1=O	-1	-3
CC(=O)c1cccc(NS(=O)(=O)N(C)C)c1	-1	0
Cc1ccc(-c2nc3cc(Cl)ccc3o2)cc1	4	-3
O=C(O)COc1ccc2nsnc2c1Cl	-7	48
COc1c(C)cccc1C(=O)Nc1ccc(N2CCOCC2)c(Cl)c1	59*	-9
CCOC(=O)Cn1nnnc1CN(Cc1ccc(OC)cc1)Cc1cc2cc(C)ccc2[nH]c1=O	-1	-7
O=C(CCN1C(=O)COc2ccccc21)NCCN1CCN(c2cccc(Cl)c2)CC1	-1	-26
COc1ccc(NC(=O)CN2CCN(CC(=O)Nc3ccc4c(c3)OCO4)CC2)cc1	-4	-14
O=C(CSc1ccc(Cl)cc1)Nc1ccc(N2CCN(c3ccccc3)CC2)c(F)c1	0	18
CCOC(=O)C(NC=O)(NC(C)(C)C)C(=O)OCC	-6	19
C=CCOC(=O)C(C#N)c1nc2ccccc2nc1N1CCN(Cc2ccc3c(c2)OCO3)CC1 (centres undefined)	8	8
O=C(Cc1nc2ccccc2[nH]1)NCc1ccco1	4	-11
Cc1ccc2oc(=O)cc(CN3CCOCC3)c2c1	-6	-25
CCOc1ccc2[nH]c3c(NCC(C)C)ncnc3c2c1	28	-44
Cc1cc(N(C)C)c(C#N)c(N2CCOCC2)n1	-8	1
O=S(=O)(Nc1ccc2c(c1)oc1ccccc12)N1CCCC1	12	-34
Next section
SMILES	esBAF inh	Statin myotox sup
O=c1[nH]c2ccccc2nc1NCCN1CCOCC1	-4	4
COc1ccc([C@@H]2[C@@H]3C(=O)N(C(C)(C)C)C(=O)[C@@H]3[C@]3(Cc4ccccc4)C(=O)N(c4ccc(Br)cc4)C(=O)N23)cc1	8	-8
Nn1c(SCC(=O)NCc2ccccc2)nnc1C1CC1	-2	17
O=C(O)c1ccoc1CN1CCCCC1	2	8
COc1ccc(-n2c(C)c(C(C)=O)c3cc(O)ccc32)cc1	-19	-1
Cc1[nH]c2ccccc2c1/C=N/n1cnnc1	9	-12
Cc1nnc(NC(=O)c2cccc(NC(=O)C(C)C)c2)s1	5	-52
O=C(O)c1cc(NCc2ccc(F)cc2)ccc1N1CCOCC1	-2	5
COc1ccccc1-c1nc(SCC(=O)O)n[nH]1	-7	7
CC(=O)c1c(C)[nH]c(C(=O)N2CCc3ccccc32)c1C	5	18
Cc1cccc(-c2nc(CS(=O)CC(=O)N3CCc4ccccc4C3)c(C)o2)c1 (centres undefined)	14	11
Cc1cc(C)cc(-n2c(=O)c3sccc3n(CC(=O)NCc3ccco3)c2=O)c1	-3	-2
CC(C)(Oc1ccc(Br)cc1)C(=O)N1CCc2ccccc21	1	-1
Cc1ccc(-c2nnn(CC(=O)NCCc3ccc4c(c3)OCO4)n2)o1	-8	-6
Cc1ccc2cc(CN(CCCN(C)C)C(=O)NCc3ccccc3)c(=O)[nH]c2c1C	0	-16
O=C(CCN1CCCC1)Nc1ccc(Br)cc1	-8	-7
CC1(C(=O)O)CCC(C(=O)Nc2ccc(S(N)(=O)=O)cc2)C1(C)C (centres undefined)	0	-2
CCCCN1C(=O)C(O)=C(C(C)=O)C1c1ccccc1 (centres undefined)	14	-16
O=C1CS/C(=N\c2ccccn2)N1C1CCCCC1	-1	-14
CCOC(=O)C(CCCOc1ccccc1C)C(=O)OCC	11	10
O=C(NCc1cccnc1)c1sc2cc(Cl)ccc2c1Cl	7	-18
O=S(=O)(c1ccc2nc(Cc3ccccc3)[nH]c2c1)N1CCOCC1	0	-3
N#CC(c1ccc(Cl)nn1)c1ccccc1Cl (centres undefined)	-11	6
CCCCC1CC(/C(C)=N/NC(N)=O)OC1=O (centres undefined)	-8	3
COc1ccc(C)cc1NC(=O)Nc1ccccc1	-4	3

Among those listed so far, two have a thiophene ring, fused or not.
SMILES	esBAF inh	Statin myotox sup
Cc1cc(C)cc(-n2c(=O)c3sccc3n(CC(=O)NCc3ccco3)c2=O)c1	-3	-2
O=C(NCc1cccnc1)c1sc2cc(Cl)ccc2c1Cl	7	-18

(continued)
SMILES	esBAF inh	Statin myotox sup
COc1ccc(OC)c(-c2cc(C(=O)NCCCn3ccnc3)no2)c1	-6	161*
C/C(=N/NS(=O)(=O)c1ccc(C)cc1)c1cccc(NC(=O)c2cccc(Cl)c2)c1	3	-51
CCOC(=O)c1c(NC(=O)c2ccc(Br)o2)sc(C)c1CC	-5	20
CCOc1cc(C(=O)Nc2cnccn2)cc(OCC)c1OCC	12	-26
O=C(NCCc1c[nH]c2ccccc12)c1cc(S(=O)(=O)N2CCCCC2)ccc1N1CCOCC1	1	46
CCOC(=O)C1CCN(C2CC(=O)N(c3ccc(OCC)cc3)C2=O)CC1 (centres undefined)	-6	0
CCOC(=O)C(NC(=O)c1ccc(OC)cc1)(Nc1cc(C)on1)C(F)(F)F (centres undefined)	-3	?
O=C(Nc1ccon1)c1ccc(S(=O)(=O)N2CCCCCC2)cc1	-12	-6
Cc1nc(SCc2nc3c([N+](=O)[O-])cccc3[nH]2)c2oc3ccccc3c2n1	0	-1
CCCCS(=O)CC(COCc1ccccc1)OC(=O)CSc1nc(C)cc(C)n1 (centres undefined)	2	-1
C=CCN=C(CC)C1=C(O)CCCC1=O	-1	3
C=CCC1(O)C(=O)Nc2ccccc21 (centres undefined)	0	12
CN(C)c1ccc(/C=C/C=C2/SC(=S)N(c3ccccc3)C2=O)cc1	3	70*
COc1ccc2nc(N3CCC(C)CC3)c(C#N)cc2c1	64*	-3
COc1ccc(/C=C/c2ccncc2)cc1OC	10	22
Cc1nc2ccc(S(=O)(=O)N(C)CC(=O)N3CCc4ccccc4C3)cc2s1	-1	-6
CC(=O)c1cnn(-c2cc(Oc3cccc(C)c3)ncn2)c1C	4	0
O=C(O)c1cc(-c2ccc(/C=N/Nc3ccc(Cl)cc3)o2)ccc1Cl	-7	27
CC(C)C1Cc2c(sc3[nH]c(=S)n(Cc4ccccc4)c(=O)c23)CO1 (centres undefined)	-1	-1
Cc1ccc(F)cc1NC(=O)c1cccc2nccnc12	4	7
COc1cc(-c2nnc(COc3ccc4cc(Br)ccc4c3)o2)cc(OC)c1OC	0	2
CN1C(=O)C(=C2CCCCCC2)SC1=S	-8	-19
CCc1nc2sc3c(c2c(=O)o1)CCCC3	-6	9
O=C(C1=C(O)C(=O)N(CCN2CCOCC2)C1c1ccc([N+](=O)[O-])cc1)c1cc2ccccc2o1 (centres undefined)	6	4
CN(c1cccc(NC(=O)CN(c2ccc(C34CC5CC(CC(C5)C3)C4)cc2)S(C)(=O)=O)c1)S(C)(=O)=O	18	30
The list continues:
SMILES	esBAF inh	Statin myotox sup
CCc1cc(C(=O)c2ccccc2OC)c(N)s1	-6	6
O=S(=O)(Nc1nc2ccccc2nc1NCc1ccco1)c1ccccc1	-8	-2
CCOC(=O)C1=C(C)N=C2SC(C)C(=O)N2C1/C=C/c1ccccc1OC (centres undefined)	-1	-5
O=C(c1ccccn1)N(Cc1cc2ccccc2[nH]c1=O)C1CCCCC1	-6	14
CCCCNC(=O)CSc1nnc(NC(C)=O)s1	-9	21
C=C(C)C(=O)Nc1cccc(C2=NOC3(C2)C[C@H](C(N)=O)N(C(=O)C(c2ccccc2)c2ccccc2)C3)c1 (some centres undefined)	-5	17
O=C(Nc1ccccc1)Nc1ccc(S(=O)(=O)N2CCCCC2)cc1	15	-27
O=C(NCCc1ccccc1)c1ccnc(/C=N/O)c1	22	3
Cc1c(C(=O)Nc2ccc(C(=O)O)cc2)cnn1C	-2	13
COc1ccccc1NC(=O)COc1ccc(C(F)(F)F)cc1[N+](=O)[O-]	19	4
O=[N+]([O-])c1ccc(Oc2ccc(F)cc2)c2ccncc12	-9	52
CCc1nn(CC(=O)NCCCN(C)C2CCCCC2)c(=O)c2cc3occc3n12	5	-1
O=C(COc1ccccc1)N(Cc1ccccc1)c1nc(-c2ccccc2)cs1	5	-12
CCOc1cc(S(=O)(=O)N(CC)CC)ccc1Br	-15	-9
COc1cc(C)c(C)cc1S(=O)(=O)N1CCN(Cc2ccccc2)CC1	3	-1
COC(=O)c1ccc(Cl)c(NC(=O)CN(c2ccc(OC)cc2)S(=O)(=O)c2ccccc2)c1	10	9
COc1ccc(CCNC(=O)C2CC(=O)N(C3CCCC3)C2)cc1OC (centres undefined)	0	3
COc1ccccc1NC(=O)Nc1ccnn1C1CCCCC1	6	12
N#CC1=C(N)Oc2n[nH]c(-c3ccncc3)c2C1c1ccsc1 (centres undefined)	3	0
COc1ccccc1N(CC(=O)NCC1CCCO1)C(=O)CCC(=O)Nc1nccs1 (centres undefined)	-8	9
Brc1ccc(-c2csc(NNC3=NCCCCC3)n2)cc1	21	-2
COc1cc2c3c(c1)C1(C(=O)N3C(C)(C)C=C2C)C(C#N)=C(N)Oc2cc(O)ccc21 (centres undefined)	-13	27
Fc1ccc(Cn2nnnc2CN2CCN(C3CCCCC3)CC2)cc1	-2	-15
Cc1cc(C)c2nc(N3CCCN(C(=O)c4ccco4)CC3)c(C#N)cc2c1	-7	-5

Rewritten comma-delimited: entries from further up
compound,esBAF inh,Statin myotox sup
CC1CN(C(NC(=O)C(C)(C)C)C(Cl)(Cl)Cl)CC(C)O1 (centres undefined),-7,-37
COc1cc(NC(=O)CCNC(=O)Cn2ccc3ccccc3c2=O)cc(OC)c1OC,52*,-12
Cn1c(=O)c2c(nc(NCc3ccco3)n2C)n(C)c1=O,1,18
Cc1ccc(C(=O)Nc2cccc(C(F)(F)F)c2)cc1NC(=O)c1csc(-c2ccncc2)n1,16&6,-13&-31
Cc1c(NC(=O)c2cc(-c3ccco3)on2)c(=O)n(-c2ccccc2)n1C,9,-6
COc1cc(C(=O)OCC(=O)Nc2c(F)c(F)c(F)c(F)c2F)cc(OC)c1OC,-8,-3
C/C(=N\O)C(=O)NCC1CCNCC1,6,-4
O=C(Nc1ccc2c(c1)OCO2)c1ccc(COc2ccc3c(c2)CCC3)o1,?,20
Cc1cccc(N2CCN(C(=O)c3ccc(N4CCCC4=O)cc3)CC2)c1C,13,-19
Cn1c(=O)c2c(-c3ccc(C(C)(C)C)cc3)n(N3CCOCC3)cc2n(C)c1=O,-1,-3
CC(=O)c1cccc(NS(=O)(=O)N(C)C)c1,-1,0
Cc1ccc(-c2nc3cc(Cl)ccc3o2)cc1,4,-3
O=C(O)COc1ccc2nsnc2c1Cl,-7,48
COc1c(C)cccc1C(=O)Nc1ccc(N2CCOCC2)c(Cl)c1,59*,-9
CCOC(=O)Cn1nnnc1CN(Cc1ccc(OC)cc1)Cc1cc2cc(C)ccc2[nH]c1=O,-1,-7
O=C(CCN1C(=O)COc2ccccc21)NCCN1CCN(c2cccc(Cl)c2)CC1,-1,-26
COc1ccc(NC(=O)CN2CCN(CC(=O)Nc3ccc4c(c3)OCO4)CC2)cc1,-4,-14
O=C(CSc1ccc(Cl)cc1)Nc1ccc(N2CCN(c3ccccc3)CC2)c(F)c1,0,18
CCOC(=O)C(NC=O)(NC(C)(C)C)C(=O)OCC,-6,19
C=CCOC(=O)C(C#N)c1nc2ccccc2nc1N1CCN(Cc2ccc3c(c2)OCO3)CC1 (centres undefined),8,8
O=C(Cc1nc2ccccc2[nH]1)NCc1ccco1,4,-11
Cc1ccc2oc(=O)cc(CN3CCOCC3)c2c1,-6,-25
CCOc1ccc2[nH]c3c(NCC(C)C)ncnc3c2c1,28,-44
Cc1cc(N(C)C)c(C#N)c(N2CCOCC2)n1,-8,1
O=S(=O)(Nc1ccc2c(c1)oc1ccccc12)N1CCCC1,12,-34
O=c1[nH]c2ccccc2nc1NCCN1CCOCC1,-4,4
COc1ccc([C@@H]2[C@@H]3C(=O)N(C(C)(C)C)C(=O)[C@@H]3[C@]3(Cc4ccccc4)C(=O)N(c4ccc(Br)cc4)C(=O)N23)cc1,8,-8

Bioassay records: PubChem, Broad Institute

The list is partial; the hit share may differ from the screen's.
